Screening results: PubChem, several laboratories
NRP1-CendR mod: alters CendR peptide binding to human NRP-1; O14786; inhibition, % at 25 µM; hit rate 0.85% among 360,000; AID 602438; FAM-RPARPAR peptide binding to NRP-1, fluorescence polarization;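 active = inhibition or corrected inhibition above about 18%, plus a signal ratio from 0.5 to 1.5, limit read from the data, passing the limit was not always enough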; also: strong numbers were not always called active
bovine MsrA act: activators of bovine methionine sulfoxide reductase A. hit rate 0.3% among 360,000. activation, % at 10.6 µM. purified bovine MsrA, absorbance read-out; in the data active = activation above about 7.5%;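 also: 0% = vehicle and 100% = reference activator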
SUMO1 PPI mod: modulators of human SUMO1-mediated protein-protein interactions | hit rate 0.33% among 360,000 | inhibition, % at 20 µM | SUMO1 binding to a labelled peptide, TR-FRET, 1 h; in the data active = inhibition above about 37%
Target sequence (P63165 whole entry, looked up): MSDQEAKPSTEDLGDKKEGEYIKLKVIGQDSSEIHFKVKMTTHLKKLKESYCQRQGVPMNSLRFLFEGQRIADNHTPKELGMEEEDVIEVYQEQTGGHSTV
LMPTP block: blocks human LMPTP phosphatase; recombinant LMPTP-A, OMFP fluorogenic substrate, fluorescence intensity; inhibition, % at 20 µM; hit rate 0.22% among 360,000;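 active = compounds that cut the enzyme signal by at least half of the control window in the single-dose screen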;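 also: plate controls were DMSO wells with enzyme plus substrate for no effect and substrate without enzyme for full effect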
Target sequence (P24666 whole entry, looked up): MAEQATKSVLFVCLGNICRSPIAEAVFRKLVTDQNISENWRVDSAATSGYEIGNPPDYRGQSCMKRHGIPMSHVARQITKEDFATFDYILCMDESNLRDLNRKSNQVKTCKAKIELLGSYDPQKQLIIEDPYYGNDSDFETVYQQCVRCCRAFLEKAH
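test system = LMPTP-A | amount = 0.625 nM LMPTP-A final | reagent = fluorogenic phosphatase substrate OMFP at 400 µM final | incubation = 50 min at room temperature | benchmarks = no-enzyme low control, uninhibited high control | medium = Bis-Tris pH 6.0, DTT, detergent | signal = fluorescence intensity of OMFP turnover product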
E coli Lon inh: E. coli protease La inhibition | purified E. coli Lon protease, fluorescence polarization | inhibition, % at 7.94 µM | hit rate 0.42% among 360,000; in the data active = inhibition above about 13%, passing the limit was not always enough;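 also: 0% = enzyme with probe and DMSO and 100% = no enzyme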
STEP block: blocks human striatal-enriched tyrosine phosphatase; P54829; recombinant STEP, OMFP fluorogenic substrate, fluorescence; inhibition, % at 20 µM; hit rate 0.25% among 360,000; AID 588621;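 active = inhibition at 20 µM, scaled per plate between control wells, above about 37%, limit read from the data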;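 also: 0% = DMSO with enzyme and substrate and 100% = substrate only without enzyme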
Target sequence (P54829 whole entry, looked up): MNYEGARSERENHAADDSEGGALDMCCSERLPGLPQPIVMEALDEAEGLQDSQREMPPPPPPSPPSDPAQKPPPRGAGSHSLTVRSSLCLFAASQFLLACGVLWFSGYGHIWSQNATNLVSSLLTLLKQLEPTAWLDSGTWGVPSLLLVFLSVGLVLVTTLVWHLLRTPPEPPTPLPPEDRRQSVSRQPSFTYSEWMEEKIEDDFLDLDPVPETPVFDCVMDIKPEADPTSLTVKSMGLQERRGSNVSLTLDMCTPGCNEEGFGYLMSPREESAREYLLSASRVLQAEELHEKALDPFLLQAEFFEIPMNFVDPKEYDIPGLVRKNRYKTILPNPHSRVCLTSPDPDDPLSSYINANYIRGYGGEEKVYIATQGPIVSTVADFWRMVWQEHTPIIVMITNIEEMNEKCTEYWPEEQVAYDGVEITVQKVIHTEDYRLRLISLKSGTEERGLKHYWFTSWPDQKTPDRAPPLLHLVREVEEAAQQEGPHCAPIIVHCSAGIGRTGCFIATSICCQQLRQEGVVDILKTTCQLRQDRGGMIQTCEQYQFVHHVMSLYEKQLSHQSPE
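System: isolated STEP enzyme; schedule: 20 min enzyme reaction at room temperature, protected from light; medium: Bis-Tris buffer pH 6.0, 2.5 mM DTT, 0.005% Tween 20; signal: fluorescence, 480/540 nm; dosing: single compound dose of 20 µM, 1% DMSO final; also added: OMFP substrate, 25 µM final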
MsrA inh: bovine MsrA inhibition; purified bovine MsrA, absorbance read-out; inhibition, % at 15.5 µM; hit rate 0.75% among 360,000; in the data active = inhibition above about 4.5%;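 also: 0% = vehicle wells with enzyme and 100% = reference inhibitor wells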
Scp1 inh: blocks human Scp-1 phosphatase activity; Q9GZU7; Recombinant Scp1, phosphopeptide, malachite green phosphate absorbance; inhibition, % at 20 µM; hit rate 0.88% among 340,000; AID 493091;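 active = inhibition above about 50% at 20 µM, limit read from the data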;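 also: plate controls were DMSO wells with enzyme for no effect and wells lacking enzyme for full effect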
Target sequence (Q9GZU7 76-261 limits assumed): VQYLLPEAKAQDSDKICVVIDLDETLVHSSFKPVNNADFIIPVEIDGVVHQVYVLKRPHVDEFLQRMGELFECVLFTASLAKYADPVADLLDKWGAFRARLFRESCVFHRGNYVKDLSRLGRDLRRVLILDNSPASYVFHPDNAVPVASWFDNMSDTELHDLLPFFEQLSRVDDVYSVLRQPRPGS
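Test system: SCP-1 phosphatase catalytic domain, residues 76-261; measured by: colorimetric phosphate reagent with accelerator and stabiliser, absorbance at 630 nm; timing: enzyme reaction 45 min at room temperature, colour 5 min, stabilisation 30 min; also added: Phosphorylated 17-residue peptide substrate; compound dosing: one concentration, 20 µM, with 1.0% DMSO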
TbMetRS inhib: Trypanosoma brucei MetRS inhibition. hit rate 0.4% among 360,000. purified T. brucei MetRS, ATP depletion, Kinase-Glo luminescence. inhibition, % at 11.9 µM. AID 624268;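 active = inhibition above a per-plate cutoff of the control wells' mean inhibition plus 3 SD, cut at about 5.5% in these data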;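 also: 0% = DMSO wells median and 100% = median of wells with control inhibitor compound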
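Test system – parasite MetRS enzyme · Reagent – substrates ATP, L-methionine and bulk Escherichia coli tRNA · Doses – 11.9 µM compound single dose, 0.9% DMSO · Times – 15 min enzyme-compound preincubation, 2 h reaction, 10 min detection, 25 °C · Signal – Kinase-Glo luminescence, ATP depletion format · Controls – DMSO-only wells as low control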
DNMT1 inh: blocks human DNA methyltransferase DNMT1; inhibition (reported as % activation of signal), % at 10 µM; AID 588458; DNMT1 molecular beacon, Hinp1I cleavage, fluorescence; hit rate 0.83% among 360,000; in the data active = inhibition above about 50%
The depositor's hits bear a star; nt = not tested or not shown.

item	mol	NRP1-CendR mod	bovine MsrA act	SUMO1 PPI mod	LMPTP block	E coli Lon inh
1	Cc1[nH]n(-c2ccccc2)c(=O)c1N=Nc1ccccc1C(=O)N1CCCCC1	-8	-3	-31	6.1	0
2	O=C(c1cccs1)n1nc(-c2ccccc2)nc1NCc1ccc(F)cc1	3	0	-3	3.0	-2
3	Cc1ccc(/C=c2\sc3n(c2=O)CN(c2ccc(Br)cc2)CN=3)o1	-5	-6	-11	1.8	0
4	O=C(O)C(Cc1ccccc1)NS(=O)(=O)c1ccc2c(c1)OCCO2 (stereo not drawn)	8	-3	1	-0.7	4
5	O=C(Nc1ccc2c(c1)OCCO2)C(C1CC1)n1c(=O)c(-c2ccco2)nc2ccccc21 (stereo not drawn)	-21	nt	-14	0.4	nt
6	CC(=O)Nc1ccc(S(=O)(=O)NNC(=O)COc2cc(C)ccc2C(C)C)cc1	0	-3	3	0.9	5
7	CC(C)(C)C(=O)O/N=C(\N)c1ccc(Br)cc1	-1	-3	0	0.1	-7
8	CCC(CC)NC(=O)CSc1nnc(-c2ccc(OC)cc2)n1C(C)C	1	3	1	0.5	2
9	O=C1c2cccc(Sc3ccccc3)c2C(=O)c2c(Sc3ccccc3)cccc21	-2	-3	-18	4.0	1
10	Clc1cnc(N/N=C/c2cccs2)c(Cl)c1	-15	-5	-6	-2.8	-6
11	O=C(NCC(=O)N1CCCC(C(F)(F)F)C1)c1ccccc1Br (stereo not drawn)	-5	-9	-46	-9.3	3
12	CCOC(=O)c1ccc2nc(C)c(C)nc2c1	5	-8	-15	-1.9	7

item	STEP block	MsrA inh	Scp1 inh	TbMetRS inhib	DNMT1 inh
1	-1	-0.6	-2	-0.5	-6
2	2	0.4	-11	-0.1	-3
3	-1	1.9	-5	0.6	-11
4	-3	1.1	3	-0.6	0
5	nt	1.2	nt	-0.8	nt
6	-4	-0.9	-8	-0.3	2
7	-4	-1.2	-3	-0.4	1
8	-3	0.7	0	-0.4	4
9	2	-0.8	-1	-0.5	28
10	7	3.3	-10	-0.8	4
11	-1	-0.3	-9	-0.7	-1
12	0	0.2	-3	-0.2	5

(listing goes on)
item	mol	NRP1-CendR mod	bovine MsrA act	SUMO1 PPI mod	LMPTP block	E coli Lon inh
13	CC(O)[C@H]1CC[C@H]2[C@@H]3CC[C@H]4C[C@@H](O)CC[C@]4(C)[C@H]3C(=O)C[C@]12C (stereo partly drawn)	26*	0	5	-0.6	-7
14	c1ccc(OCCSc2nnnn2C2CCCCC2)cc1	13	-8	0	1.0	-4
15	CC(=O)Nc1ccc(C(=O)CSc2cc(C)c3cccc(C)c3n2)cc1	-9	-5	0	2.0	-7
16	Cc1sc2ncnc(OCC(=O)NC3CCS(=O)(=O)C3)c2c1C (stereo not drawn)	-11	-4	-8	-1.8	6
17	Oc1ccc(/C=N/n2cc(-c3ccccc3)[nH]c2=S)cc1	-7	-7	-1	-0.4	1
18	OCc1cn(-c2ccccc2)nn1	11	-12	-2	4.8	-6
19	COc1ccc(/C(N)=N/OC(=O)c2c(-c3ccccc3Cl)noc2C)cc1OC	3	0	1	1.1	5
20	Cc1ccccc1NC(=O)Nc1nc(C(N)c2ccccc2)cs1 (stereo not drawn)	-9	-1	1	-0.3	-4
21	Cc1noc(C)c1COc1ccccc1C(=O)N(C)Cc1ccco1	-1	-2	1	0.0	3
22	O=S(=O)(Nc1ccccc1N1CCOCC1)c1ccc(F)c(Cl)c1	-9	-1	4	1.4	-10
23	CCCCC[C@H](C)N1C[C@@H](COCc2ccccc2)Oc2cc(N3CCC[C@@H]3CO)ccc2S1(=O)=O	-9	-4	5	-1.4	-4
24	COc1ccc(/C=C/C(=O)c2cc(Cl)ccc2O)c(OC)c1	-11	-2	-6	3.3	2

item	STEP block	MsrA inh	Scp1 inh	TbMetRS inhib	DNMT1 inh
13	-3	-0.9	-6	-0.3	6
14	0	-0.4	-10	0.0	2
15	0	-0.4	-7	-1.2	-5
16	1	2.1	0	0.0	1
17	0	4.1	-3	-0.3	-5
18	-1	2.6	10	-1.2	3
19	-1	0.9	-10	-0.5	-3
20	1	1.4	nt	-0.2	-6
21	4	-1.3	-2	0.2	0
22	-4	0.6	-13	-0.5	1
23	nt	0.5	nt	-0.3	nt
24	0	0.1	-17	0.6	-5

In the list so far, two contain two or more sulfur atoms:
item	mol	NRP1-CendR mod	bovine MsrA act	SUMO1 PPI mod	LMPTP block	E coli Lon inh
9	O=C1c2cccc(Sc3ccccc3)c2C(=O)c2c(Sc3ccccc3)cccc21	-2	-3	-18	4.0	1
16	Cc1sc2ncnc(OCC(=O)NC3CCS(=O)(=O)C3)c2c1C (stereo not drawn)	-11	-4	-8	-1.8	6

item	STEP block	MsrA inh	Scp1 inh	TbMetRS inhib	DNMT1 inh
9	2	-0.8	-1	-0.5	28
16	1	2.1	0	0.0	1

Continued:
item	mol	NRP1-CendR mod	bovine MsrA act	SUMO1 PPI mod	LMPTP block	E coli Lon inh
25	COCOCCn1cc(CN2CCS(=O)(=O)N(Cc3ccc(-c4cccc(CO)c4)cc3)C(C)C2=O)nn1 (stereo not drawn)	11	-3	3	-0.8	-2
26	CC(=O)Nc1ccc(C(=O)NNC(=O)c2cc([N+](=O)[O-])cc([N+](=O)[O-])c2)cc1	-2	1	-28	-1.1	-1
27	O=c1[nH]cc(O)c(=O)[nH]1	-4	-4	-1	0.1	-10
28	O=C1CC(c2ccc(O)cc2)Oc2cc(O)ccc21 (stereo not drawn)	-16	-10	0	1.9	-6
29	Cc1ccc(C)c(OCC(=O)NC(Cc2c[nH]c3ccccc23)C(=O)O)c1 (stereo not drawn)	-5	0	2	1.5	-4
30	COc1ccccc1C(=O)NNC(=O)C(=O)Nc1ccc(C)c(Cl)c1	3	0	4	0.4	-6
31	CC(C)c1cc(=O)[nH]c(SCC(=O)NC2CCCC2)n1	0	-2	-2	-1.2	8
32	O=C(Nc1ccc([N+](=O)[O-])cn1)c1cc(-c2cccc(Br)c2)nc2ccccc12	4	-5	-11	0.5	4
33	CC1CC/C(=C\c2ccc3c(c2)OCO3)C(=O)/C1=C/c1ccc2c(c1)OCO2 (stereo not drawn)	-34	-4	2	4.0	-47
34	O=C(NC(=S)NCCO)c1cn(-c2ccccc2)nc1-c1ccccc1	-4	-5	2	0.0	4
35	CC1(C)CC(=O)C(Sc2ccccc2)=C(O)C1	9	-1	-2	-0.5	-8
36	COc1ccc(/C=C/CN2CCN(Cc3cccc(OC)c3)C(CCO)C2)cc1 (stereo not drawn)	-11	-4	0	-1.1	1

item	STEP block	MsrA inh	Scp1 inh	TbMetRS inhib	DNMT1 inh
25	2	-0.2	nt	-0.5	4
26	0	1.5	-3	-0.6	-1
27	-3	-0.4	12	-0.4	-4
28	-4	2.6	16	0.2	-5
29	4	1.2	7	0.8	8
30	2	1.2	-10	-0.3	3
31	1	1.5	-8	-0.3	0
32	2	0.7	16	-0.6	-2
33	1	2.2	-14	-0.1	8
34	-1	1.5	4	-1.0	1
35	0	-0.9	-8	0.3	4
36	-2	-0.3	1	-1.0	2

Grouped by structure, the entries above with a thiophene ring, fused or not (three)
item	mol	NRP1-CendR mod	bovine MsrA act	SUMO1 PPI mod	LMPTP block	E coli Lon inh
2	O=C(c1cccs1)n1nc(-c2ccccc2)nc1NCc1ccc(F)cc1	3	0	-3	3.0	-2
10	Clc1cnc(N/N=C/c2cccs2)c(Cl)c1	-15	-5	-6	-2.8	-6
16	Cc1sc2ncnc(OCC(=O)NC3CCS(=O)(=O)C3)c2c1C (stereo not drawn)	-11	-4	-8	-1.8	6

item	STEP block	MsrA inh	Scp1 inh	TbMetRS inhib	DNMT1 inh
2	2	0.4	-11	-0.1	-3
10	7	3.3	-10	-0.8	4
16	1	2.1	0	0.0	1

NRP1-CendR mod: entries above that show a hit
item	mol	NRP1-CendR mod	bovine MsrA act	SUMO1 PPI mod	LMPTP block	E coli Lon inh
13	CC(O)[C@H]1CC[C@H]2[C@@H]3CC[C@H]4C[C@@H](O)CC[C@]4(C)[C@H]3C(=O)C[C@]12C (stereo partly drawn)	26*	0	5	-0.6	-7

item	STEP block	MsrA inh	Scp1 inh	TbMetRS inhib	DNMT1 inh
13	-3	-0.9	-6	-0.3	6

More compounds follow.
item	mol	NRP1-CendR mod	bovine MsrA act	SUMO1 PPI mod	LMPTP block	E coli Lon inh
37	Cc1noc(C)c1C(=O)N1CCC1(C)C(=O)NS(=O)(=O)c1ccc(F)cc1F (stereo not drawn)	1	-6	0	-0.9	7
38	CN1CCC(Oc2ccc(Sc3ccccc3)cc2)CC1	5	5	4	-0.4	-14
39	CCOc1ccc(-n2cnnn2)cc1S(=O)(=O)NCCc1ccc(OC)c(OC)c1	-16	-1	2	-0.2	7
40	Cc1ccc(C(=O)C2C(=O)C3CCC2C3)cc1 (stereo not drawn)	-18	-3	3	-1.7	-15
41	CCN1CCN(CCCN(Cc2ccco2)C(=S)Nc2cc(Cl)ccc2C)CC1	5	-1	0	-3.3	-1
42	O=C(CN1CCSC1=O)N1CCN(S(=O)(=O)c2ccc(Cl)cc2)CC1	-3	-2	0	-1.5	-2
43	N#CC1(c2ccc(NC(=O)c3ccccc3)cc2)CCCC1	3	-1	4	1.5	-6
44	CCCNc1ncnc2onc(C)c12	6	-1	0	-0.4	-1
45	COC(=O)C1CCN(C(=O)c2sc3nc(-c4ccc(F)cc4)cn3c2C)CC1	3	-2	1	-1.5	-6
46	O=C(NN=Cc1ccccc1C(=O)O)C(=O)NN=Cc1ccccc1C(=O)O	-18	-13	-3	2.0	2
47	O=c1[nH]c2c(=O)[nH]cnc2nc1-c1ccccc1	-5	-5	-14	-1.0	2
48	O=C(CNS(=O)(=O)c1cccc2nonc12)NCc1ccc(F)cc1	3	-2	-28	-0.7	0

item	STEP block	MsrA inh	Scp1 inh	TbMetRS inhib	DNMT1 inh
37	-3	0.4	nt	-0.2	-2
38	0	0.7	-9	0.2	-1
39	1	-0.3	5	-0.5	5
40	3	-0.3	nt	0.1	5
41	41*	-1.1	-5	-0.1	0
42	-1	-0.8	-6	-0.3	-1
43	-1	nt	nt	0.1	3
44	0	1.1	-11	-0.6	-4
45	0	0.3	-5	-0.7	-1
46	-1	2.2	34	-0.5	6
47	-1	4.5	11	-0.4	0
48	-2	-1.1	0	0.2	3
